a7 integrin act = activators of alpha7 integrin expression for muscular dystrophy | alpha7betagal myoblasts, beta-gal FDG fluorescence, 48 h | Potency, µM (series often up to 38.3 µM), for inactives: at the highest dose activation, most hits filed as activators | 350,000 compounds, 0.064% hits | AID 624291;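 also: potency is read from the fitted curve at half-maximal effect; 100% = response of the positive control SU9516; nearly all actives have a fitted effect of over 60% in size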
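alpha7betagal+/- myoblasts (passage 13, 250/well) treated 48 h at 37C with compounds at 1:260 dilution of DMSO stock. Lysed, then beta-galactosidase activity read as FDG fluorescence (ex 480/em 540) after 30 min, with pre-read for autofluorescence.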
Tb PFK block = inhibitors of T. brucei phosphofructokinase. O15648. AID 485367. Potency, µM (titrated, usually from 57.5 µM), for the others: at the top dose activity, negative = inhibition, most hits filed as inhibitors. 330,000 compounds, 0.17% hits. T. brucei PFK, ADP-Glo luminescence;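 also: potency is read from the fitted curve at half-maximal effect; 0% = uninhibited 1x PFK enzyme wells and -100% = no-enzyme wells; nearly all actives have a fitted effect of over 60% in size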
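1.25 nM PFK with 0.5 mM F6P and 0.1 mM ATP in 0.1 M TEA pH 8.0, 5 mM MgCl2, incubated 45 min at room temperature; ADP measured by ADP-Glo luminescence; compounds titrated up to 57 uM.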
BCR signal inh = blocks chronic active B-cell receptor signaling | ABC-DLBCL IkBa-CBG/CBR reporter, luminescence ratio, 4 h | Potency, µM (top dose mostly 46.1 µM), for the others: top-dose ratio change, negative = lower green/red ratio, hits mostly inhibitors | 340,000 compounds, 0.05% hits | AID 493014; active = well fitted inhibition curve with a large enough effect in the signal ratio, with a control signal flat, not every such curve was filed as active; inconclusive = small, poorly fitted or top-dose-only effect, or effect the other way, or a change in a side signal; the % refers to the signal ratio;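 also: potency is read from the fitted curve at half-maximal effect; plate controls were basal doxycycline-induced cells for no effect and cells given 10 µM MG132 for full effect; MG132 reads +100%, hits lower the ratio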
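Doxycycline induced both beetle luciferases in TMD8 lymphoma cells; IKK-driven degradation limits the IkappaBalpha-fused green signal, while red luminescence normalises for cell number and nonspecific effects. Compounds tested up to 46 uM, 4 hrs.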
GALK inh = inhibitors of human galactokinase. Purified GALK, Kinase-Glo residual ATP luminescence. Potency, µM (highest dose often 57.5 µM), without a hit: at the top dose activity change, negative = inhibition, hits mostly inhibitors. P51570. 270,000 compounds, 0.007% hits; also: potency is read from the fitted curve at half-maximal effect; % is scaled to controls: 0 for no effect and ±100 for the full control effect
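5 nM enzyme, 35 uM ATP, 100 uM galactose, 20 mM HEPES pH8.0, 5 mM MgCl2; 1 h RT; residual ATP by Kinase-Glo Plus luminescence, qHTS format.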
PKM2 act = PKM2 (human) enzyme activation; Potency, µM (highest dose often 57.5 µM), without a hit: at the highest dose activation, actives largely listed as activators; purified PKM2, Kinase-Glo ATP luminescence, activation; response scale: 0% is enzyme alone, no compound; P14618; 260,000 compounds, 0.34% hits; also: potency is read from the fitted curve at half-maximal effect; % is scaled to controls: 0 for no effect and ±100 for the full control effect; nearly all actives have a fitted effect of over 55% in size
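Purified hPK-M2 (>95% pure) converted ADP (0.1 mM final) to ATP with 0.5 mM PEP in 50 mM imidazole pH7.2, KCl, MgCl2, Tween 20, BSA; 1 h at room temperature. ATP detected by Kinase-Glo luminescence.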
B2AR arrestin = beta2AR (human) beta-arrestin recruitment activity | 330,000 compounds, 0.02% hits | P07550 | Potency, µM (titrated, usually from 46.1 µM), without a hit: top-dose activation, hits mostly activators | beta-arrestin recruitment to beta2AR, cell-based reporter;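 also: potency is read from the fitted curve at half-maximal effect; 0% = DMSO controls and full agonism = EC100 isoproterenol or metaproterenol; nearly all actives have a fitted effect of over 65% in size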
TSG101-PTAP inh = blocks PTAP/TSG101 interaction to inhibit HIV-1 budding | Fluorescence polarization, FITC-PTAP peptide / Tsg101 binding | Potency, µM (highest dose often 115 µM), inactives show top-dose activity change, negative = inhibition, usual class: inhibitors | Q99816 | 340,000 tested, under 10 active; active = well fitted inhibition curve with a large enough effect in the main read-out, with a control signal flat, not every such curve was filed as active; inconclusive = small, poorly fitted or top-dose-only effect, or effect the other way, or a change in a side signal; inactive = no such curve, though single readings can be large or run the other way; also: potency is read from the fitted curve at half-maximal effect; % of control where 0% means no effect
Target sequence (Q99816 whole entry, looked up): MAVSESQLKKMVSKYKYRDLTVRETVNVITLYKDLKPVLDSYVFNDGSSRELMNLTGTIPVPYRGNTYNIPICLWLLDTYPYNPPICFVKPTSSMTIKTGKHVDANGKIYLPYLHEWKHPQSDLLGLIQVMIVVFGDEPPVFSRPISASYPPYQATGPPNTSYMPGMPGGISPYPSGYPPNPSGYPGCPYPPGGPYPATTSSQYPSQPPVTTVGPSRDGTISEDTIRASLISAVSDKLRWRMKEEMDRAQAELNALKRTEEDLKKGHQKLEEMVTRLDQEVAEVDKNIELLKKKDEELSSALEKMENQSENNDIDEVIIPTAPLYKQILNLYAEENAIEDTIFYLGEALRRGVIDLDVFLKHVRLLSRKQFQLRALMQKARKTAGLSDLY
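Fluorescence polarization binding of Tsg101 binding domain (10 uM final) to FITC-labeled PTAP peptide (50 nM final) in HEPES pH 7.5 buffer with NaCl, Tween 20, EDTA, TCEP. Compounds added before peptide; binding 20 min at RT.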
S-ASM inh = human S-ASM enzyme inhibition. P17405. placental ASM, HMU-PC fluorogenic substrate, 60 min. 340,000 compounds, 0.006% hits. Potency, µM (series often up to 57.5 µM), for the others: top-dose activity change, negative = inhibition, hits mostly inhibitors; also: potency is read from the fitted curve at half-maximal effect
Target sequence (P17405 47-631 limits assumed): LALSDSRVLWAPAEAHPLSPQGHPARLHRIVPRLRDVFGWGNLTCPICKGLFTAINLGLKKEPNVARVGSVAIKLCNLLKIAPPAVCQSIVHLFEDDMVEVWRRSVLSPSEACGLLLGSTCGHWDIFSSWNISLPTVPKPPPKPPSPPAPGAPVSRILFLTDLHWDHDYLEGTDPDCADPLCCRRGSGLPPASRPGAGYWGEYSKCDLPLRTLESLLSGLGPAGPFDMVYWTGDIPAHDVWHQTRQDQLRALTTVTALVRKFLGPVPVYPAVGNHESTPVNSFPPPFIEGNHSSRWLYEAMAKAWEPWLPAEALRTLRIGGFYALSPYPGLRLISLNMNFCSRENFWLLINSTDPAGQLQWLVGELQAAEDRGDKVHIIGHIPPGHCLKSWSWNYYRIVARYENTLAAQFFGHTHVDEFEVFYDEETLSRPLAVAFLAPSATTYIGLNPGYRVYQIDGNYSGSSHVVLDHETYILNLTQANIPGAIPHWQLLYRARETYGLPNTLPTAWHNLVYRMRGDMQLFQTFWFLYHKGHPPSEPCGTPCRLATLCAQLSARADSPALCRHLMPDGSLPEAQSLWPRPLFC
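Human placenta-derived ASM preincubated with compound 10 min at room temperature, then reacted with 9 uM (final) fluorogenic HMU-PC substrate for 60 min at 37 C. Stop solution raises pH to 10; fluorescence read at Ex 386/Em 447 nm.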
Giardia killer = kills Giardia lamblia | 340,000 compounds, 0.15% hits | Giardia lamblia trophozoite viability | activity change, % at 7.66 µM, hits read low; in the data active = activity change below about -80%; inconclusive = between about -30% and that limit;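 also: parasites exposed to compound for two days anaerobically before the ATP read; % is scaled to controls: 0 for no effect and ±100 for the full control effect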
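ATP-content bioluminescence gauges trophozoite survival. Cells (100/well) receive compound and incubate anaerobically for 48 hrs at 37 deg C; detection reagent follows for 15-30 min at room temperature.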
Menin MLL FP TR = menin-MLL binding inhibition, Texas Red mutant peptide. O00255. Potency, µM (series often up to 61.6 µM), inactives show at the top dose FP activity change, negative = inhibition, actives largely listed as inhibitors. Menin + Texas Red MLL mutant peptide, fluorescence polarization. 270,000 compounds, 0.23% hits. AID 1768; active = well fitted inhibition curve with a large enough effect in the polarisation, with a control signal flat, not every such curve was filed as active; inconclusive = small, poorly fitted or top-dose-only effect, or effect the other way, or a change in a side signal; inactive = no such curve, though single readings can be large or run the other way; the % refers to the polarisation; also: potency is read from the fitted curve at half-maximal effect; % of control where 0% means no effect; many of its hits are not listed in these tables
Coupling enz = coupling enzyme interference in Giardia aldolase counter-screen | coupling enzyme system counterscreen, AmpLite Red fluorescence | activity change, negative = inhibition, % at 58.2 µM, hits read low | 290,000 compounds, 0.67% hits; in the data active = activity change below about -30%; also: % is scaled to controls: 0 for no effect and ±100 for the full control effect
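Compounds tested against the coupling enzymes alone at 57.5 uM final; readout was AmpLite Red fluorescence (525/598 nm) after 20 min at RT.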
* = called active by the depositor; ? = inconclusive; · = no result given; [ ] = dose if it differs, or a comment. Unless noted, calls follow the shape of the dose curve; as a rule, active = well fitted curve in the direction sought with a large enough effect; inconclusive = small, poorly fitted or top-dose-only effect, or another doubt; inactive = no such curve, though single readings can be large; an effect the other way counts as inactive or inconclusive. An excerpt; count on the stated rates, not on these rows.

SMILES | a7 integrin act | Tb PFK block | BCR signal inh | GALK inh | PKM2 act | B2AR arrestin | TSG101-PTAP inh | S-ASM inh | Giardia killer | Menin MLL FP TR | Coupling enz
COc1ccc(C(=O)NC2CC(C)(C)Cc3c2cnn3-c2ccccc2)c(OC)c1 (stereo unspecified) | -38% | -12% | 0% | -2% | 5% | -0.9% | 0% | -2% | -2 | · | ·
Cc1ccc(C(=O)NCc2ccccn2)cc1S(=O)(=O)N1CCCCC1 | 11% | 0% | -8% | -7% | 3% | -0.6% | -3% | · | -26 | · | ·
Cc1csc2ncc(C(=O)NCCC(c3ccccc3)c3ccccc3)c(=O)n12 | -34% | 1% | ? | -1% | -1% | -0.5% | 1% | -17% | -28 | · | 0
Cc1cccc(OCCNC(=O)c2cncc(Br)c2)c1 | -36% | -3% | ? | 0% | -1% | -0.7% | 0% | -4% | 45[activator] | -5% | 5
CN(C(=O)c1cc(-c2ccc3c(c2)OCO3)on1)c1ccccc1 | -17% | 0% | -28% | 10% | 1% | 0.0% | -1% | 4% | -5 | -7% | 3
Cc1nn(Cc2ccc(Cl)cc2)c(C)c1N | 5% | 0% | 3% | 0% | -9% | -1.0% | -1% | 4% | 0 | -8% | -2
CC(C)NC(=O)c1onc(CSc2ccccn2)c1C(=O)NC(C)C | 5% | 2% | 14% | 0% | 7% | 0.3% | -6% | -3% | 0 | · | 0
Cc1c(-c2ccccc2)nc(N)c(C#N)c1-c1cccnc1 | 16% | -8% | ? | -1% | 5% | -0.5% | -2% | 88%[activator] | -1 | · | 3
CCOc1ccc(S(=O)(=O)N2CCN(C(=S)NC3CC3)CC2)cc1 | 25% | 1% | 0% | -1% | 55% | 0.5% | 2% | 0% | 14 | 3% | 1
Cc1ccc(-c2nsc3c(N4CCC(C(N)=O)CC4)ncnc23)cc1 | 16% | -1% | 6% | 2% | 6% | -0.2% | -4% | 4% | -17 | -2% | 4
Cc1nc(C)c(N)c(=O)[nH]1 | -18% | 1% | 1% | 0% | 4% | -0.1% | -1% | 2% | -20 | -4% | 0
CCCn1c(N)c(C(=O)CN(C)CC(=O)Nc2cccc(F)c2)c(=O)[nH]c1=O | ? | 0% | 6% | · | · | -0.2% | -1% | 1% | -25 | · | ·
O=C1CC(c2ccccc2)CC(O)=C1C=NC1CCCC1 (stereo unspecified) | 9% | 0% | ? | -2% | -1% | 0.2% | -6% | -5% | -10 | ? | 2
COc1ccc(-c2cccc([C@H]3[C@@H]4C=CCC[C@@]4(C)C(=O)N3Cc3ccccc3)c2)cc1 | 34% | 3% | ? | -1% | -3% | -0.6% | -3% | -21% | 15 | · | 0
CCCOC(=O)c1ccc(NC(=O)c2cnccn2)cc1 | 8% | 1% | ? | 0% | 3% | 0.1% | -8% | -2% | -11 | 0% | 3
COc1ccc(N(CC(=O)NCc2ccncc2)S(=O)(=O)c2ccc(C)c([N+](=O)[O-])c2)cc1 | 0% | 5% | -4% | 4% | -4% | 0.3% | -5% | -4% | 3 | · | 1
O=C(NCc1ccc(Cl)cc1)c1cc(=O)[nH]c2ccc(S(=O)(=O)N3CCOCC3)cc12 | 9% | -1% | -1% | · | -4% | 1.1% | -5% | -1% | 16 | · | -3
CCCCn1c(N)c(N(CC(C)C)C(=O)C2CCN(S(=O)(=O)c3ccc(F)cc3)CC2)c(=O)[nH]c1=O | ? | -9% | -3% | -1% | · | -0.1% | -3% | 4% | -22 | · | ·
CCN1CCN(c2nc3ccccc3nc2C(C#N)S(=O)(=O)c2ccc(C)c(C)c2)CC1 (stereo unspecified) | -3%[7.66 µM] | -3% | 1% | 0% | -2% | -0.3% | -2% | 1% | -2 | -9% | 0
NC(=O)c1nn(-c2ccccc2)nc1NC(=O)CN1CCOCC1 | 12% | 0% | ? | 6% | -5% | -0.9% | -6% | 0% | -6 | · | -1
CCOc1[nH]n(-c2ccc(Cl)cc2)c(=O)c1C=NCc1cccnc1 | 0% | 2% | 11% | 5% | -6% | 0.0% | -6% | 0% | 5 | 2% | 4
CCC(=O)N1CCc2cc(S(=O)(=O)NCCC(=O)N3CCN(c4cccc(C)c4)C(C)C3)ccc21 (stereo unspecified) | ? | -6% | 0% | -1% | · | -0.6% | -2% | -7% | 2 | · | ·
COCCNC(=S)N/N=C(\C)c1ccc(O)cc1 | -43% | 0% | -10% | -2% | 1% | -0.3% | -1% | 5% | 12 | -5% | 1
N#Cc1ccc(OCC(=O)NCCCn2ccnc2)cc1 | 10% | -3% | 3% | · | · | -0.5% | -4% | 0% | -5 | · | ·
COc1ccc(NC(=O)CN(Cc2ccccc2)S(C)(=O)=O)c(OC)c1 | 28% | 2%[0.46 µM] | -3% | -2% | 2% | -1.2% | -1% | -4% | -4 | -22% | -1
CCOc1cc(C(=S)N2CCC(O)CC2)ccc1OS(=O)(=O)c1ccc(Br)cc1 | -14% | -7% | ? | -3% | 0% | 0.4% | -6% | -1% | 0 | 26% | 0
CN(Cc1ccc(Cl)c(Cl)c1)C(=O)C1=CC=CN2CCS(=O)(=O)N=C12 | -16% | -3% | 3% | · | · | -0.8% | 2% | 5% | 27 | · | ·
CCn1cc(/C=C(\NC(=O)c2ccccc2Cl)C(=O)NCCN2CCOCC2)c2ccccc21 | 17% | -5% | -27% | 0% | · | 0.1% | -1% | -2% | 8 | 5% | -2
Cc1ccccc1NC(=S)/C(=C(\[O-])c1cc(C)n(Cc2ccccc2Cl)c1C)[n+]1ccccc1 | 4% | -1% | ? | -3% | 0% | 0.1% | -7% | 0% | -1 | -16% | -3
COc1ccc(OC)c(CN2CCC(CNC(=O)Nc3cccc(Cl)c3)CC2)c1 | -44% | ? | ? | 1% | 15% | 0.1% | -3% | 1% | 4 | -12% | 0

Looked up one by one from the list above:
SMILES | a7 integrin act | Tb PFK block | BCR signal inh | GALK inh | PKM2 act | B2AR arrestin | TSG101-PTAP inh | S-ASM inh | Giardia killer | Menin MLL FP TR | Coupling enz
CCOc1[nH]n(-c2ccc(Cl)cc2)c(=O)c1C=NCc1cccnc1 | 0% | 2% | 11% | 5% | -6% | 0.0% | -6% | 0% | 5 | 2% | 4
COCCNC(=S)N/N=C(\C)c1ccc(O)cc1 | -43% | 0% | -10% | -2% | 1% | -0.3% | -1% | 5% | 12 | -5% | 1
CCOc1cc(C(=S)N2CCC(O)CC2)ccc1OS(=O)(=O)c1ccc(Br)cc1 | -14% | -7% | ? | -3% | 0% | 0.4% | -6% | -1% | 0 | 26% | 0
N#Cc1ccc(OCC(=O)NCCCn2ccnc2)cc1 | 10% | -3% | 3% | · | · | -0.5% | -4% | 0% | -5 | · | ·
CCN1CCN(c2nc3ccccc3nc2C(C#N)S(=O)(=O)c2ccc(C)c(C)c2)CC1 (stereo unspecified) | -3%[7.66 µM] | -3% | 1% | 0% | -2% | -0.3% | -2% | 1% | -2 | -9% | 0

Following part
SMILES | a7 integrin act | Tb PFK block | BCR signal inh | GALK inh | PKM2 act | B2AR arrestin | TSG101-PTAP inh | S-ASM inh | Giardia killer | Menin MLL FP TR | Coupling enz
Cc1ccc(S(=O)(=O)N(C)c2ccc(OCC(=O)NC3=NCCS3)cc2)cc1 | 7% | -4% | -11% | 10% | 0% | 0.1% | -2% | 1% | -17 | -12% | 0
CCOC(=O)c1cccc(NC(=O)CSc2nc(N)cc(N)n2)c1 | -26% | 5% | 4% | 2% | 12% | 0.3% | -1% | -1% | -4 | -1% | 3
Cc1ccc(NC(=O)COc2ccc(N(C)C(=O)C(C)(C)C)cc2)cc1S(=O)(=O)N1CCCCC1 | -44% | 1% | ? | · | · | 0.1% | -3% | -5% | 4 | · | ·
COc1ccc(C(=O)C(=O)c2ccc(OCCO)cc2)cc1 | 15% | -9% | 0% | · | · | 0.1% | -4% | -6% | -5 | · | ·
CC1CCCN(C2=C(Cl)C(=O)N(c3cccc(Cl)c3)C2=O)C1 (stereo unspecified) | 1% | -8% | 0% | 1% | -2% | 0.3% | 1% | -7% | -10 | -11% | 12
O=C(O)C1CC=CCC1C(=O)Nc1cccc(F)c1 (stereo unspecified) | 17% | -21% | 0% | 5% | -12% | -0.2% | -4% | 4% | -23 | -20% | 0

Screens: PubChem BioAssay, National Center for Advancing Translational Sciences (NCATS)
